High-throughput results deposited in PubChem BioAssay by Sanford-Burnham Center for Chemical Genomics.
TAG inh – reduces triacylglycerol accumulation in H9c2 cells | hit rate 0.66% among 230,000 | inhibition, % at 12.5 µM | AID 651582 | Nile Red lipid (TAG) fluorescence; cells loaded with 200 µM oleic acid;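 active = pattern-corrected inhibition of lipid staining of at least 50% with the nuclear-stain viability signal not falling by more than 50%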;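 also: 0% = DMSO wells and 100% = triacsin C control wells; some results filed as inactive read as strong as hits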
TAG inh DAPI viability – also measured in TAG inh; calls as there; DAPI nuclei signal change (viability), lower = more cytotoxic, %;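 whole-well DAPI fluorescence read on a plate reader as a viability signal; minus 50 percent equals half of cells still viable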
* = called active by the depositor.

no.	Compound	TAG inh	TAG inh DAPI viability
1	CC(=O)c1ccc(N2CCN(C(=S)Nc3ccc(Oc4ccccc4)cc3)CC2)cc1	1	9
2	COC(=O)c1cccc(C23CC4(C2)[C@H](CN(Cc2ccc(-c5ccccc5)cc2)[C@@H]4c2ccccc2)C3c2ccccc2)c1 (some centres not stated)	-1	7
3	CCC(=O)N1CCc2cc(S(=O)(=O)N3CCN(C(=O)c4ccco4)CC3)ccc21	10	-1
4	COc1ccc(CN(C)C(=O)C2CC(=O)N(c3ccc4c(c3)OCCO4)C2)cc1 (configuration not stated)	0	6
5	CC(C)=C(NC(=O)c1ccccc1)C(=O)NCc1ccccc1	3	-8
6	O=C(NCc1ccccn1)C1CC(c2ccc(Cl)c(Cl)c2)=NO1 (configuration not stated)	11	-19
7	O=C1NC(=Nc2ccc3ccccc3c2)S/C1=C/c1ccco1	2	5
8	COC1=C(OC)c2ccccc2C(C(=O)O)N/C1=C(/C)Nc1ccncc1 (configuration not stated)	-4	4
9	CCN1C(=NCc2ccccc2)N[C@@H](c2ccccc2)[C@H](C(=O)OC)[C@H]1C	4	-9
10	O=C(Nc1ccc([N+](=O)[O-])cc1)Nc1cnccn1	-16	10

New compounds follow
no.	Compound	TAG inh	TAG inh DAPI viability
11	CC(=O)c1c(C)[nH]c(C(=O)CSc2nnc(C3CCCCC3)n2N)c1C	1	-2
12	O=C1/C(=C\c2ccc([N+](=O)[O-])cc2)CCc2ccccc21	-11	-6
13	CCCN(CC(=O)NC(=O)NCc1ccccc1)CC(=O)Nc1ccc(F)c(F)c1F	11	-7
14	COCCNC(=O)Cn1cc(C(=S)N2CCCCC2)c2ccccc21	-5	2
15	Cc1cccn2c(=O)c3cc(C#N)c(=NC(=O)c4ccncc4)n(CCCOC(C)C)c3nc12	11	-5
16	Cc1nc2ccc(NS(=O)(=O)c3ccc4c(c3)OCCO4)cc2s1	-42	-8
17	CCOc1ccc(CC(=O)OCc2cc(=O)n3cc(Br)ccc3n2)cc1	0	0
18	COC(=O)c1ccccc1NC(=O)c1cccc(COc2ccccc2Cl)c1	-3	5
19	O=C(Nc1ccc(Cl)c(Cl)c1)OCCNC(=O)c1ccncc1	10	3
20	O=C(Nc1cccc(-c2ccc(N3CCCCC3)nn2)c1)c1ccco1	13	-9

The list goes on:
no.	Compound	TAG inh	TAG inh DAPI viability
21	C[C@@H]1CN([C@@H](C)CO)C(=O)c2cc(Br)cnc2O[C@@H]1CN(C)S(=O)(=O)c1ccc(F)cc1	10	-2
22	COC(=O)c1scc(C)c1NS(=O)(=O)c1ccc(NC(C)=O)cc1	9	6
23	COc1ccc(CCN2C(=O)NC(NS(=O)(=O)c3ccc(Cl)cc3)(C(F)(F)F)C2=O)cc1OC (configuration not stated)	-7	5
24	CC(C)CN1C2CCCC1CC(NC(=S)NCc1ccco1)C2 (configuration not stated)	-19	6
25	C=CCn1c(P(C)(=O)O)nc2ccccc21	-5	-49
26	O=C1NCC(Nc2ccc(Cl)cc2)C(=O)N1 (configuration not stated)	5	6
27	COc1ccc(C(=O)CSc2nnc(-c3ccoc3C)n2CC2CCCO2)cc1 (configuration not stated)	3	-6
28	O=C(CCC1CCCN(C(=O)c2ccc3c(c2)OCO3)C1)NCc1ccc(F)c(F)c1 (configuration not stated)	-10	-1
29	Cc1c(NC(=O)CCC2CCCCC2)cc(C(=O)N2CCOCC2)cc1[N+](=O)[O-]	-3	-1
30	CCn1cc(CNC(=O)c2cccc([N+](=O)[O-])c2)c(C)n1	-5	-3

Carrying on.
no.	Compound	TAG inh	TAG inh DAPI viability
31	COc1ccc(/C=C/C2=Nc3ccccc3NC(C)(C)C2)cc1OC	-10	-2
32	COc1ccc(C/C(N)=N/OC(=O)Cc2ccccc2)cc1	-3	-1
33	CCn1c(O)c(N=N)c2ccccc21	-15	-2
34	CCCCCN(C(=O)CCC(=O)OCC(=O)N(CC)C1CCCCC1)c1c(N)n(CCCC)c(=O)[nH]c1=O	5	-16
35	CCc1nn(CC(=O)NCCCN2CCCC2=O)c(=O)c2cc3sccc3n12	17	6
36	Cc1csc(=O)n1CC(=O)Nc1nc2ccccc2s1	-2	-3
37	COc1ccccc1NC(=O)NCCN1CCCCC1	2	-4
38	NS(=O)(=O)c1ccc(N2C(=O)C(=O)/C(=C(/O)c3ccccc3)C2c2ccc(Cl)cc2)cc1 (configuration not stated)	-3	11
39	COc1ccc(N(C(=O)c2ccc(Cl)cc2)C2=CC3CCC(C2)N3C)cc1 (configuration not stated)	10	35
40	COc1cc(OC)cc(-c2cc(N)n(S(=O)(=O)c3cccc4nsnc34)n2)c1	-22	2

Reformatted: results already given
(15) Cc1cccn2c(=O)c3cc(C#N)c(=NC(=O)c4ccncc4)n(CCCOC(C)C)c3nc12
- TAG inh: 11
- TAG inh DAPI viability: -5
(26) O=C1NCC(Nc2ccc(Cl)cc2)C(=O)N1 (configuration not stated)
- TAG inh: 5
- TAG inh DAPI viability: 6
(11) CC(=O)c1c(C)[nH]c(C(=O)CSc2nnc(C3CCCCC3)n2N)c1C
- TAG inh: 1
- TAG inh DAPI viability: -2
(2) COC(=O)c1cccc(C23CC4(C2)[C@H](CN(Cc2ccc(-c5ccccc5)cc2)[C@@H]4c2ccccc2)C3c2ccccc2)c1 (some centres not stated)
- TAG inh: -1
- TAG inh DAPI viability: 7

Next results
no.	Compound	TAG inh	TAG inh DAPI viability
41	COC(=O)c1ccccc1S(=O)(=O)N1CCC(C(=O)OC(C)C(=O)Nc2ccccc2OC)CC1 (configuration not stated)	17	0
42	CN(C(=O)c1cccc(NC(=O)Cc2ccc(NC(=O)C3CCCN(C(=O)c4ccccc4)C3)cc2)c1)C1CCCCC1 (configuration not stated)	20	-9
43	O=C(CSc1nnc(NC(=O)c2ccco2)s1)NCc1ccc2c(c1)OCO2	12	2
44	NS(=O)(=O)c1ccc(CCNC(=O)CC(c2ccccc2)c2ccccc2)cc1	-13	-2
45	O=C(Cn1nnc2ccccc2c1=O)NCC1CCC(C(=O)O)CC1 (configuration not stated)	-4	-2
46	N#Cc1ccccc1NC(=O)CSc1n[nH]c(-c2ccco2)n1	2	-1
47	O=C(CCNc1ccc(F)cc1)c1cc2ccccc2o1	6	2
48	COc1ccc(CCn2c(-c3ccc(Cl)cc3)n[nH]c2=S)cc1OC	11	-1
49	CC(C)CNC(=O)COC(=O)c1ccc(F)cc1Cl	-15	9
50	CCOc1ccc(CC(=O)Nc2ccc(S(=O)(=O)N3CCCC3)cc2)cc1	-36	2

Continued:
no.	Compound	TAG inh	TAG inh DAPI viability
51	COc1cccc(NC(C)=[N+](C)CCNS(=O)(=O)c2ccc(Cl)cc2)c1	-4	0
52	COCCNC(=O)CN1CCN(Cc2cccc(Cl)c2)C1=O	10	-4
53	Cc1cccc(NC(=O)CSc2nc3ccccc3nc2N2CCCC2)c1	38	9
54	CS(=O)(=O)N(CC(=O)Nc1ccc(S(=O)(=O)N2CCOCC2)cc1)c1cccc(F)c1	1	-8
55	Cc1sc2nc(CSC(C)C(=O)N(C)CC(=O)Nc3ccccc3C(F)(F)F)[nH]c(=O)c2c1C (configuration not stated)	-14	-9
56	COC(=O)Cc1cc(=O)[nH]c(Nc2nc3ccccc3o2)n1	4	6
57	Cc1cccc(N2CCN(C(=O)CCC(=O)N3CCOc4ccc(Cl)cc43)CC2C)c1 (configuration not stated)	-19	-1
58	N#Cc1ccc(OCC(=O)NNC(=S)NC2CCCCC2)cc1	3	9
59	CCN(C[C@H]1N[C@@](Cc2ccccc2)(C(=O)OC)[C@H]2C(=O)N(C)C(=O)[C@@H]12)C(=O)COC	10	0
60	O=C(OCCN1CCCCC1)c1cccc(Cl)c1	6	-1

The listing continues:
no.	Compound	TAG inh	TAG inh DAPI viability
61	O=[N+]([O-])c1cccc(COc2cccc(CN3CCCCC3)c2)c1	-1	-1
62	O=C(NCCCN1CCCC1=O)c1ccc2c(=O)n(-c3ccccc3F)c(=S)[nH]c2c1	3	-6
63	O=C1NC(c2ccc(Cl)c([N+](=O)[O-])c2)Nc2ccccc21 (configuration not stated)	0	2
64	CCCOc1ccc(F)cc1-c1cc(C(=O)Nc2ccc(C(C)C)cc2)[nH]n1	36	-2
65	CCOC(=O)C1CCN(S(=O)(=O)c2ccc(-c3cc(C(F)(F)F)n(C)n3)s2)CC1	3	-3
66	COc1ccc(C)cc1NC(=O)CN1C(=O)c2cccc3cccc1c23	-30	6
67	Cc1cccc(NC(=O)c2sc3nc4c(c(-c5cccs5)c3c2N)CN(C)CC4)c1	10	12
68	CC(C)CN1CC(Br)C(=O)NC1=O (configuration not stated)	4	-7
69	Cc1ccccc1OCCn1c(=S)[nH]c2ccccc21	-11	9
70	CCOC(=O)C1(CCOc2ccccc2)CCN(Cc2ccc(OCC)c(CO)c2)CC1	-9	1

Continuation.
no.	Compound	TAG inh	TAG inh DAPI viability
71	CCCN(CC(=O)Nc1ccccc1C)C(=O)CC(NC(=O)c1ccccc1)c1ccccc1 (configuration not stated)	-9	-5
72	Cc1ccc(-n2c(O)c(C=Nc3ccccc3-c3n[nH]c(=S)[nH]c3=O)c3ccccc3c2=O)c(C)c1	-24	-1
73	O=C(c1ccccc1)N(c1ccccc1)c1nccc2ccccc12	-4	1
74	CC(C)(C)CC(=O)N1CCC(c2nc3c(nnn3Cc3c(F)cccc3Cl)c(=O)[nH]2)CC1	-12	3
75	CC(OC(=O)c1oc2ccccc2c1COc1ccccc1)C(=O)NC(N)=O (configuration not stated)	1	10
76	CC1CC(C)CN(c2ncnc3c2cnn3C)C1 (configuration not stated)	19	-11
77	COc1ccc(OC)c(NC(=O)Nc2cccnc2)c1	10	10
78	CCOC(=O)C1CCN(c2nnc(N3CCCC3=O)s2)CC1	-7	7
79	Cc1cc(C(=O)N2CCCC(C(=O)c3ccc(Cl)cc3C)C2)no1 (configuration not stated)	-8	-2
80	Cc1ccc(NC(=O)c2ccc(-c3nn(C)c(=O)c4ccccc34)cc2)c(C)c1	7	5

Brought forward from above: two compounds, followed by the next part.
no.	Compound	TAG inh	TAG inh DAPI viability
79	Cc1cc(C(=O)N2CCCC(C(=O)c3ccc(Cl)cc3C)C2)no1 (configuration not stated)	-8	-2
80	Cc1ccc(NC(=O)c2ccc(-c3nn(C)c(=O)c4ccccc34)cc2)c(C)c1	7	5
81	CCSC1=N/C(=C\c2ccccc2)C(=O)N1c1ccc(OC)cc1	-58	15
82	O=C(NN=Cc1cccc2ccccc12)C(=O)NN=Cc1cccc2ccccc12	21	-5
83	COc1cc(OC)cc(C(=O)NCCNC(=O)c2ccccc2)c1	12	-4
84	CC1(C(=O)NCc2ccc3c(c2)OCO3)CCN1C(=O)Cc1cccs1 (configuration not stated)	17	1
85	O=c1[nH]c(CN2CCN(CCO)CC2)nc2ccccc12	8	-2
86	CCNC(=O)C1CCCN1S(=O)(=O)c1ccc(OC)cc1 (configuration not stated)	23	3
87	C=CCn1c(=N)n(CC(=O)c2ccc(OC)cc2)c2ccccc21	20	6
88	CN(Cc1nc2ccccc2c(=O)[nH]1)C(=O)c1ccc(S(=O)(=O)N2CCCC2)cc1	-21	2
89	CCCN(C(=O)CCc1ccc(OC)cc1)c1c(N)n(Cc2ccccc2)c(=O)[nH]c1=O	13	0
90	O=C(NCc1ccc(F)cc1)C1CCCN(c2nc3ccsc3c(=O)s2)C1 (configuration not stated)	-17	-7

(listing goes on)
no.	Compound	TAG inh	TAG inh DAPI viability
91	CCOC(=O)c1oc2nc(C(C)C)c3c(c2c1N)CC(C)(C)OC3	8	31
92	CC(C)(C)NC(=O)Cn1c(SCC(=O)Nc2nccs2)nc2ccccc21	-1	-6
93	COc1ccc(CCNC(=O)COC(=O)C2CC2C)cc1OC (configuration not stated)	-5	4
94	O=C(NCc1ccc(F)cc1)C1CCN(S(=O)(=O)N2CCCC2)CC1	-2	-1
95	CCc1c(C)sc(NC(=O)c2cc(C)no2)c1C#N	22	-11
96	O=C1NNC(c2ccccc2)=N/C1=C\c1ccc(Cl)cc1	-1	-3
97	CC(C)N(c1ccccc1)c1ccc(NC(=O)[C@@H]2O[C@H](CO)[C@@H](O)[C@H]2O)cc1	-6	7
98	COc1ccc(N2CCN(C3=CC(=O)N(c4cccc(Cl)c4)C3=O)CC2)cc1	-3	4
99	Cc1ccc(S(=O)(=O)N2CCCCC2)cc1NC(=O)CSCC(=O)O	-1	3
100	O=C(NCC1CCCN(Cc2cccc(F)c2)C1)c1cccc2ccccc12 (configuration not stated)	-42	-2

(further entries)
no.	Compound	TAG inh	TAG inh DAPI viability
101	COC(=O)c1ccc(CN2[C@H](C(=O)OC)C[C@@]3(O)[C@H](O)[C@H](O)[C@H](O)C[C@@H]23)cc1	20	-2
102	Fc1ccc(NCc2nnc(SCc3ccccc3)o2)cc1	9	-9
103	NC(=O)CCN(C(=O)c1cccc(S(=O)(=O)N2CCc3ccccc32)c1)c1ccccc1	-14	1
104	CN(C)CCN=c1cc(-c2ccccc2)oc2ccc(Cl)cc12	-12	13
105	Cc1nn(-c2ccccc2)c2c1C(c1c(C)[nH]c(C#N)c1C)C(C#N)=C(N)O2 (configuration not stated)	-3	-16
106	Cc1cc(-c2ccccc2C(=O)O)on1	-10	5
107	Cc1ccc(C)c(S(=O)(=O)N2CCN(C(=O)C3CC3C)CC2)c1 (configuration not stated)	-16	-1
108	Cc1noc(C)c1COc1ccc(C(=O)Nc2cccnc2)cc1	4	6
109	CCc1ccc(NC(=O)C[n+]2cc(-c3ccc(C)cc3)n3c2CCC3)cc1	-13	17
110	Cc1ccc(C(=O)NCc2ccc(F)cc2)s1	-7	2
111	CSc1ccc(/C=C/C(=O)OCC(=O)N2CCN(c3ccccc3)CC2)cc1	6	2
112	COc1ccc(-c2onc(C)c2-c2ccc3c(c2)OCCO3)c(O)c1	-2	-19
113	CN(CC(=O)Nc1ccccc1Cl)C(=O)COc1cccc2c1OC(C)(C)C2	10	-9

These rows are one share of the data; rates above refer to the full screens.
